FLuc act counter: affects firefly luciferase, flagging false hits in luciferase stimulation screens; P08659; ATPlite luciferase biochemical, luminescence, 10 min; 0 = ATP-free wells, 1 = DMSO control; activation factor at 10 µM; 200,000 tested, under 10 active; AID 1027;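 active = luciferase activation factor, scaled between plate controls, of at least 2 with compound at 10 µM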
Target sequence (P08659 whole entry, looked up): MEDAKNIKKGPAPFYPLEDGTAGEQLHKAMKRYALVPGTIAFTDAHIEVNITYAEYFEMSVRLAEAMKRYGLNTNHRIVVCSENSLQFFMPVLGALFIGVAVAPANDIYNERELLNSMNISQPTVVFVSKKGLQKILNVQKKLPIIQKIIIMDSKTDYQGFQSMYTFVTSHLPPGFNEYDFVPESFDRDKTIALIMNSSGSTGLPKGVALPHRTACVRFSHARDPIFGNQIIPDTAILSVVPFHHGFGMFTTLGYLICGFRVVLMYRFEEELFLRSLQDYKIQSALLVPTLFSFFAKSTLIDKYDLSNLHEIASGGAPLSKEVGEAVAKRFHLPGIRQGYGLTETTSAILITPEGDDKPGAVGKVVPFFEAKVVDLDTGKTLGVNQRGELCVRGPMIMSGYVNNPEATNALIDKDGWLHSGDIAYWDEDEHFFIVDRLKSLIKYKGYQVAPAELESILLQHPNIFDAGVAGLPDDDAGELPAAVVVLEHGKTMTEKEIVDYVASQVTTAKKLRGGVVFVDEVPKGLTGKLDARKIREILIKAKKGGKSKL
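System: luciferase plus luciferin reagent, cell-free; medium: PBS as buffer for the ATP substrate; dosing: test compounds dosed from 2 mM stocks in 100% DMSO; timing: 10 min post-reagent at room temperature; measured by: luminescence measurement of luciferase light output; evaluation: luciferase activation, seen as luminescence increase over controls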
STAT1 act: activators of IFN-gamma induced STAT1 signaling; NIH 3T3 STAT1-luciferase reporter, luminescence; 100% = IFN-gamma alone, no compound; activation (% of control), % at 5.5 µM; 200,000 tested, 2.6% active;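 active = activation above the screen-wide mean activation plus 3 SD, cut at about 130% in these data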;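 note: raw ratio to IFN-gamma control signal so 100% means no change and 0% no light; values of inactives mirror those of a sister screen read the other way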
TLR4-MyD88 BLA: TLR4-MyD88 interaction inhibition in cells; inhibition, % at 8.4 µM; O00206+Q99836; 200,000 tested, 0.18% active; HeLa CL3-4 TLR4/MyD88 BLA complementation, FRET ratio; in the data active = inhibition above about 25%;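 note: 0% = vehicle and 100% = reference inhibitor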
Diaph inh CS: counter-screen for diaphorase-based assays: diaphorase inhibitors and chemical oxidizers; inhibition, % at 20 µM; 190,000 tested, 0.69% active; diaphorase resazurin-to-resorufin fluorescence, NADH, 16 min; bacterial (C. kluyveri) enzyme, not human;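 active = primary screen inhibition at 20 µM above a set limit, cut at about 50% in these data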;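 note: plate controls were DMSO with full reaction for no effect and wells lacking NADH for full effect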
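controls = No-NADH positive control and DMSO neutral control | system = Clostridium kluyveri diaphorase enzyme | timing = reaction incubation of 16 min at room temperature | signal = resorufin fluorescence 544/590 nm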
APP 5UTR inh: APP translation inhibition; SH-SY5Y APP 5'UTR-luciferase reporter, luminescence; inhibition, % at 2 µM; 190,000 tested, 0.82% active;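 active = inhibition above a set limit, derived from the sample mean plus 3 SD, cut at about 45% in these data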; note: values of inactives mirror those of a sister screen read the other way
Diaph act CS: counter-screen for diaphorase-based assays: diaphorase activators and chemical reducers; activation factor at 20 µM; AID 1229; 190,000 tested, 0.005% active; Diaphorase/resazurin coupled assay, resorufin fluorescence, 16 min; active compounds read high; 1 = vehicle wells, 0 = NADH-free wells;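 active = diaphorase activity raised at least twofold by the compound at 20 µM; inactive = activation factor below 2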
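Material: bacterial diaphorase enzyme (C. kluyveri); amount: enzyme 0.07 U/mL final; reagent: NADH substrate 0.114 mM plus resazurin dye 0.1 mM, final; doses: single compound dose of 20 µM, 1% DMSO final; timing: 16 min enzyme reaction, ambient temperature; measured by: fluorescence of resorufin, 544 nm excitation, 590 nm emission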
NF-kB expr up: NF-kB expression increase, human neuronal cells; fold change at 12.5 µM; NF-kB reporter expression; active compounds read high; AID 1239; 190,000 tested, 1.6% active; in the data active = fold change above about 3.3
G6PDH counter: inhibits Leuconostoc G6PDH, flagging false hits in G6PDH-based assays. Purified L. mesenteroides G6PDH, diaphorase/resazurin coupled fluorescence, 45 min. inhibition, % at 5 µM. 200,000 tested, 0.12% active; in the data active = inhibition above about 50%
FLuc inhib CS: inhibits firefly luciferase, flagging false hits in luciferase inhibition screens; P08659; ATPLite firefly luciferase biochemical luminescence, 10 min; inhibition, % at 10 µM; 200,000 tested, 1.5% active; AID 1006;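 active = inhibition above about 50% when tested at 10 µM, limit read from the data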
APP 5'UTR act: APP 5'UTR luciferase reporter activation | SH-SY5Y APP 5'UTR luciferase reporter, luminescence; zero percent = DMSO vehicle wells | activation, % at 2 µM | 190,000 tested, 1% active;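 active = activation above a set limit, based on mean plus 3 SD of controls, cut at about 140% in these data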; note: values of inactives mirror those of a sister screen read the other way
* = called active by the depositor; x = not tested or not shown. Hits appear at their usual frequency; 5.6% or so of the library scored in one or more.

nr	canonical_smiles	FLuc act counter	STAT1 act	TLR4-MyD88 BLA	Diaph inh CS	APP 5UTR inh	Diaph act CS	NF-kB expr up	G6PDH counter	FLuc inhib CS	APP 5'UTR act
1	CCOC(=O)C1CCN(c2cc(=O)n(-c3ccccc3Cl)c(=O)[nH]2)CC1	1	100	7	3	-9	1	1.3	3	0	9
2	COC(=O)c1ccccc1N(C)S(C)(=O)=O	1	95	10	13	-12	0.9	0.98	-2	-3	12
3	CCC(=O)NC(=S)Nc1cccc(NC(=O)CC)c1	1	96	-1	10	7	0.9	1.1	4	-2	-7
4	O=C(Cn1nc(C(F)(F)F)c2c1CCCC2)NCc1ccco1	1.1	97	-1	9	16	0.9	1.3	2	-7	-16
5	COc1ccccc1N(C)S(=O)(=O)c1ccc(C(=O)OCC(=O)NCc2ccco2)cc1	1.1	104	-4	18	-1	0.8	0.99	6	-7	1
6	O=C(NCC(=O)N(c1cccc(F)c1)C(C(=O)NC1CCCC1)c1cccnc1)c1cccs1 (centres undefined)	1	104	3	6	17	0.9	1	8	-3	-17
7	COc1ccc(/C=C(\NC(=O)c2ccc(OCC(C)C)cc2)C(=O)OCc2ccco2)cc1	1	88	-2	17	2	0.8	1	-10	-5	-2
8	COCc1nnc(NS(=O)(=O)c2ccc(Br)cc2)s1	1.1	103	-5	8	-15	0.9	0.97	-3	-6	15
9	CCC(CC)c1nnc(NC(=O)CS(=O)(=O)Cc2ccccc2)s1	x	106	-15	x	7	x	1.3	x	x	-7
10	Cc1ccc(NCCC(=O)c2cccc([N+](=O)[O-])c2)c(C)c1	1	106	-1	3	-13	1	0.8	-13	2	13
11	Cc1nn(Cc2ccc(Cl)cc2Cl)c(C)c1NC(=O)CCl	1	101	-13	0	-10	1	1.2	5	-1	10
12	COC(=O)CN1C(=S)N(c2ccc(F)cc2)C(=O)C1CC(=O)Nc1ccccc1 (centres undefined)	1	106	11	21	-5	0.8	1.1	-9	-4	5
13	COc1ccc(CN2CCN(Cc3nc4ccccc4s3)CC2CCO)c(C)c1C (centres undefined)	1	96	-2	23	-17	0.8	0.96	8	-3	17
14	Cc1ccc(NC(=O)c2ncn[nH]2)cc1	0.8	108	9	-2	-21	1	1.4	0	23	21
15	COc1ccc2cc(/C(C)=N/NC(=O)c3cc(-c4cccnc4)nc4ccccc34)ccc2c1	1	93	2	-17	14	1.2	1.1	10	-2	-14
16	Cn1cc(CNC(=O)/C=C/c2ccc(Cl)cc2)cn1	1	104	-10	6	4	0.9	1.1	-2	-1	-4
17	CCCOc1ccc(C2NC(=O)NC2=O)cc1 (centres undefined)	1	98	-11	-1	5	1	1.2	4	-3	-5
18	Cc1ccc(C)c(NC(=O)c2cnc3n(c2=O)CCS3)c1	0.9	103	-13	10	-31	0.9	1.9	11	8	31
19	Cc1cccc(NC(=O)CS(=O)(=O)c2cn(C)c3ccccc23)c1	1.1	104	1	16	-1	0.8	0.91	-16	-7	1
20	Cc1nc2scc(-c3ccccc3)c2c(=O)n1/N=C/c1ccco1	1.1	98	8	9	4	0.9	1	20	-7	-4
21	Cn1c(SCC(=O)Nc2cc(=O)n(C)c(=O)n2C)nnc1-c1cccs1	1	x	x	10	x	0.9	x	-7	-5	x
22	CCOc1cc(NC(=S)NCC(C)C)c(OCC)cc1NC(=O)c1ccco1	1.2	87	2	22	8	0.8	1.2	-18	-20	-8
23	CCOC(=O)CNC(=O)c1cccs1	1	103	9	7	-3	0.9	1.2	3	1	3
24	Cc1cc(-c2csc(NC(=O)c3ccc(C#N)cc3)n2)c(C)n1Cc1ccco1	1.1	90	-14	15	0	0.9	1.1	-10	-5	0
25	O=C(NCc1ccco1)/C(=C\c1cccs1)NC(=O)c1cccs1	1	105	7	3	13	1	1.1	-4	-4	-13
26	COc1ccc(NC(C)=O)cc1NC(=O)CSc1nnc(-c2ccc(F)cc2)n1N	1.1	97	3	15	-8	0.8	1.2	-5	-5	8
27	Cc1cc(C(F)(F)F)nc(SCC(=O)Nc2ccccc2)n1	1	100	-11	-4	0	1	1.4	1	-1	0
28	O=C(O)COc1ccc(/C=N/NC(=O)COc2nsnc2N2CCOCC2)cc1	1	104	10	-22	6	1.2	0.99	15	-2	-6
29	COc1ccc(NS(=O)(=O)c2ccc(NC(=S)NC(=O)c3cccc(F)c3)cc2)nn1	1	99	13	3	-2	1	1	2	-4	2
30	CCNC(=O)CC(=O)Nc1ccccc1C(=O)O	1.1	95	-8	4	-18	1	1.3	-11	-10	18
31	O=C1CC(C(=O)Nc2ccccc2)S/C(=N\N=C\c2ccco2)N1 (centres undefined)	1	94	8	4	7	1	0.94	-11	1	-7
32	CCS(=O)(=O)Nc1cccc(C2=NN(S(=O)(=O)c3ccc(C)cc3)C(c3ccco3)C2)c1 (centres undefined)	1	90	-5	25	9	0.8	1	0	-2	-9
33	COc1cccc(NC(=O)CSc2nnc(Cn3c(=O)sc4ccccc43)n2C)c1	1	103	13	15	-1	0.8	0.95	13	1	1
34	O=C(N/N=C/c1ccccc1C(=O)O)c1cc(-c2ccc3c4c(cccc24)CC3)n[nH]1	1	112	3	24	12	0.8	1.2	0	0	-12
35	Cc1sc2nc(CSc3ncn[nH]3)[nH]c(=O)c2c1C	0.9	107	10	-3	-5	1	1.1	13	7	5
36	O=c1[nH]c2cc(Cl)ccc2n(CCNc2ncc(C(F)(F)F)cc2Cl)c1=O	1	103	-4	5	-25	0.9	1.2	4	-5	25
37	N#CCc1ccc(NS(=O)(=O)c2ccc(C3CCCCC3)cc2)cc1	1.1	97	-4	17	15	0.8	1.2	-8	-8	-15
38	CC(=O)c1cc(C#N)c(SCC(=O)Nc2nccs2)nc1C	1	108	3	-4	-64	1	1.5	8	-2	64
39	CCCCNC(=O)C(Sc1ccccc1)c1ccccc1 (centres undefined)	0.9	110	-4	-1	0	1	1	0	8	0
40	CCOC(=O)c1ccc2c(c1)n(CC)c(C)[n+]2CC	1.1	102	0	6	5	0.9	1.1	9	-5	-5
41	CCCc1[nH]nc2c1C1(C(=O)N(CC)c3ccccc31)C(C#N)=C(N)O2 (centres undefined)	1	99	-7	14	-9	0.9	0.93	-1	-4	9
42	Cc1ccc(C(=O)N2C3=C(CCCC3)C(=O)NC23CCCCC3)cc1	1.1	93	-5	8	-24	0.9	1.3	5	-7	24
43	NC(=O)c1nsc(C(=O)N(CC(=O)NC2CCCC2)Cc2ccc3c(c2)OCO3)c1N	1.1	94	-7	6	-3	0.9	0.94	13	-6	3
44	Cc1c(C(=O)NCCn2ccc3ccccc32)cccc1[N+](=O)[O-]	1	90	-1	3	-20	1	1.1	11	-3	20
45	Cc1cccc(-c2c3c(=O)n(C)c(=O)n(C)c3cn2C2CCCCC2)c1	1	97	-14	26	-4	0.7	1	3	-2	4
46	CC(C)Cn1nc(C(=O)OCC(=O)NCC(F)(F)F)c2ccccc2c1=O	1	92	-14	9	4	0.9	1.3	4	-1	-4
47	Cc1ccc2[nH]c(=O)c(C(c3nnnn3C3CCCC3)N(Cc3cccnc3)Cc3ccco3)cc2c1 (centres undefined)	1.1	91	9	15	3	0.8	0.94	0	-6	-3
48	COC(=O)Oc1cncc(C(=O)O)c1	1	97	-5	-9	-2	1.1	1.4	-3	-4	2
49	Cc1cc(C)c(NC(=S)N(CCN2CCCCC2)Cc2ccco2)c(C)c1	1	98	7	4	-17	1	1.1	3	-4	17
50	O=c1c2c(-c3cccs3)csc2ncn1/N=C/c1ccc(OC(F)F)cc1	1.1	106	-7	21	2	0.8	0.65	3	-6	-2
51	CCOC(=O)c1c(NC(C)=O)sc2c(O)c(Br)cc(Br)c12	1	109	3	27	-10	0.7	1.2	10	-4	10
52	CN(NC(=S)Nc1ccc(OC(F)F)cc1)C(=S)Nc1ccc(OC(F)F)cc1	1	106	4	19	14	0.8	0.8	-10	-1	-14
53	COC(=O)C1=NN(C(=O)c2ccc(Cl)cc2)C(O)(c2ccccc2)C1 (centres undefined)	1	101	4	2	3	1	1.9	7	4	-3
54	O=[N+]([O-])c1cc(-c2nnc(C34CC5CC(CC(C5)C3)C4)o2)cc([N+](=O)[O-])c1	1	96	-1	7	-2	0.9	0.99	-3	0	2
55	COc1cc2nc(/C=C/c3cc(OC)c(OC)c(OC)c3)sc2cc1SC	1	97	-2	4	11	1	0.48	-30	0	-11
56	O=C(Nc1cccc(NC(=O)C2CC3CCCC(C2)C3=O)n1)C1CC2CCCC(C1)C2=O (centres undefined)	1	93	6	16	-20	0.8	0.51	-23	-5	20
57	COc1ccc(N2C(S)=C(C#N)C(=O)NC2c2ccc(OC)c(OC)c2)cc1 (centres undefined)	1	100	5	23	10	0.8	1	11	-1	-10
58	O=C(CCC(=O)c1cccs1)NCc1ccc(Cl)cc1	1	97	13	6	-13	0.9	1.2	2	2	13
59	N#Cc1cnn(-c2nc3sc4c(c3c(=O)[nH]2)CCCC4)c1N	0.4	92	0	7	6	0.9	0.99	-52	60*	-6
60	CCCCN(C)CCNC(=O)c1nn(-c2ccc(OC)cc2)c(=O)c2c1c1ccccc1n2C	1	101	-3	-17	-3	1.2	0.67	1	-4	3

4 entries already listed, arranged by their value in FLuc inhib CS, high to low:
no.	compound	STAT1 act	TLR4-MyD88 BLA	APP 5UTR inh	NF-kB expr up	FLuc inhib CS	APP 5'UTR act
58	O=C(CCC(=O)c1cccs1)NCc1ccc(Cl)cc1	97	13	-13	1.2	2	13
55	COc1cc2nc(/C=C/c3cc(OC)c(OC)c(OC)c3)sc2cc1SC	97	-2	11	0.48	0	-11
52	CN(NC(=S)Nc1ccc(OC(F)F)cc1)C(=S)Nc1ccc(OC(F)F)cc1	106	4	14	0.8	-1	-14
47	Cc1ccc2[nH]c(=O)c(C(c3nnnn3C3CCCC3)N(Cc3cccnc3)Cc3ccco3)cc2c1 (centres undefined)	91	9	3	0.94	-6	-3

(cont.)
nr	canonical_smiles	FLuc act counter	STAT1 act	TLR4-MyD88 BLA	Diaph inh CS	APP 5UTR inh	Diaph act CS	NF-kB expr up	G6PDH counter	FLuc inhib CS	APP 5'UTR act
61	COc1cc(Br)cc(/C=N/NC(=O)Cc2ccc(C(F)(F)F)cc2[N+](=O)[O-])c1O	1	97	2	-2	33	1	1.3	-7	-4	-33
62	Cc1cc(N/N=C/c2ccc(O)cc2)nc(NS(=O)(=O)c2ccccc2)n1	1.1	93	1	13	-6	0.9	1.1	15	-7	7
63	COc1ccc(C(c2sc3nc(C)nn3c2O)N2CCN(CCO)CC2)cc1OC (centres undefined)	1.1	100	-20	6	-1	0.9	1.1	-22	-6	1
64	COc1cc(CC(NC(C)=O)C(=O)NC2CCN(c3nc(C)cc(C)c3C#N)CC2)cc(OC)c1 (centres undefined)	1.1	106	15	13	-22	0.9	1.1	1	-11	22
65	Cc1cc(=O)[nH]c2c(C)c(Cl)ccc12	1	100	0	-1	-4	1	1.3	-2	-1	4
66	CN(C[C@H](CC1CCCCC1)N(C[C@H](Cc1ccccc1)N(CCc1ccccc1)N=O)N=O)N=O	1	106	0	47	1	0.5	1.2	8	-4	-1

Compound activity as filed in PubChem.
